FBW7 activator – activators of human E3 ligase FBW7; 650,000 tested, 0.13% active; AlphaScreen FBW7–phospho-cyclin E peptide binding, activator screen; normalized activity (activation), % at 26.1 µM; in the data active means normalized activity above about 1.9%;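 further: purified mutant Fbw7 with reduced substrate affinity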
MITF inh – human MITF inhibition, primary screen; O75030; AlphaScreen MITF homodimerization, bead proximity signal; inhibition, % at 2.6 µM; 650,000 tested, 0.91% active; AID 1259374; in the data active means inhibition above about 50%;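 further: 0% = vehicle wells with protein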
Target sequence (O75030 whole entry, looked up): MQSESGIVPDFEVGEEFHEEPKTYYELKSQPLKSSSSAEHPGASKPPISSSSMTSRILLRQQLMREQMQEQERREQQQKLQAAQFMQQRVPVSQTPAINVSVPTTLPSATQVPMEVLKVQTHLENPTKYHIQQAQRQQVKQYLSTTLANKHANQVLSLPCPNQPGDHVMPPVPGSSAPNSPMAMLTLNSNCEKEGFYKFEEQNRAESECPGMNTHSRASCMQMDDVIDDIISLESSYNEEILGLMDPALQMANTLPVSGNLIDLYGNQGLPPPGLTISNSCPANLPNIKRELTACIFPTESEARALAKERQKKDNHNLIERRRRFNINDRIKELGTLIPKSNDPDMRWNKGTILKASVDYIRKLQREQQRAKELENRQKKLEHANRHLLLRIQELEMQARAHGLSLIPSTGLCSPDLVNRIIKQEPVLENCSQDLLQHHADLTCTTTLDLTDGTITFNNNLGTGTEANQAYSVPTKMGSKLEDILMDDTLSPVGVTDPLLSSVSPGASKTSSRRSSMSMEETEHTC
GPR151 activ – human GPR151 activation | Q8TDV0 | PathHunter beta-arrestin GPR151 cells, luminescence | activation, % at 11.2 µM | 650,000 tested, 1% active | AID 1508602; in the data active means activation above about 4.9%;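 further: 0% = median of compound wells and 100% = cells with positive control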
Target sequence (Q8TDV0 whole entry, looked up): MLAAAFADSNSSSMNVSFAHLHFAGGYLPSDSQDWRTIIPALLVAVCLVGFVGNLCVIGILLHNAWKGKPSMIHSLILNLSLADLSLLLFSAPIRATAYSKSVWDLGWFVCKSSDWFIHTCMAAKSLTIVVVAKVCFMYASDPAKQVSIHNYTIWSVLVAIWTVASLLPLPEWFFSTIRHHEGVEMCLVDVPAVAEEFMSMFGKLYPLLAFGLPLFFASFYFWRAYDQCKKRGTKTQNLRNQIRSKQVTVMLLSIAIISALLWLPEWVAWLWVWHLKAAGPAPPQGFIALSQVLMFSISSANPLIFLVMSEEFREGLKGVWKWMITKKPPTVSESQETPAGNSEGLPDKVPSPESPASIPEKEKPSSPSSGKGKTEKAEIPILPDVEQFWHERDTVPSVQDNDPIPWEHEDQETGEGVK
TEAD-YAP block – TEAD-YAP interaction inhibition; HEK-TIYL cells, TEAD-Gal4/YAP UAS-luciferase luminescence; inhibition, % at 9.12 µM; 640,000 tested, 1.4% active; AID 1259422; in the data active means inhibition above about 32%;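 further: 0% = median of test compound wells and 100% = reference inhibitor wells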
Numbers without * were called inactive; / = not tested or not shown.

structure	FBW7 activator	MITF inh	GPR151 activ	TEAD-YAP block
O=C1c2cccc3c(NCCO)ccc(c23)C(=O)N1CCO	0.0	3	-0.8	-13
CCOc1ccc(NC(=O)C2CC(=O)OC2c2ccccc2)cc1 (stereo unspecified)	0.0	14	-0.9	0
O=C(Nc1c(O)c2ccccc2[nH]c1=O)c1ccccc1	0.6	1	-1.4	-11
CCOC(=O)[C@H]1C(=O)NC(SCC(=O)OC)=C(C#N)[C@@H]1c1ccccc1OCC	-0.1	7	1.3	1
O=C(COc1ccccc1Cl)N/N=C/c1cc2c(cc1[N+](=O)[O-])OCO2	0.0	10	1.0	-2
CC(NC(=O)CN(c1ccc(F)cc1)S(C)(=O)=O)c1ccccc1 (stereo unspecified)	-0.2	4	0.8	2
O=C(O)c1nn2c(c1Br)NC(c1ccccc1)CC2C(F)(F)F (stereo unspecified)	0.0	0	7.2*	-4
Cn1c2ccc(F)cc2c2nnc(SCC(=O)N3CCOCC3)nc21	-0.1	-4	0.2	-9
Nc1nonc1C(=O)N/N=C/c1ccc(-c2ccc([N+](=O)[O-])cc2)o1	-0.1	11	-1.4	6
COC(=O)Cn1c(SCc2cc(C)ccc2C)nc2ccsc2c1=O	0.4	14	-0.2	63*

Next section.
structure	FBW7 activator	MITF inh	GPR151 activ	TEAD-YAP block
CCC(C)Nc1ncnc2c1cnn2-c1ccc(OC)cc1 (stereo unspecified)	0.4	11	0.6	23
CC(C)(C)C1CCc2c(sc(NC(=O)c3ccc(Cl)cc3)c2C(=O)O)C1 (stereo unspecified)	-0.3	4	-0.4	-5
COc1ccc(CC(=O)Nc2ccccc2C(=O)Nc2ccc(C(=O)O)cc2)cc1	0.5	8	-1.8	-5
COc1ccc(C2=N/C(=C\c3ccccc3)C(=O)O2)c(Cl)c1	0.1	1	1.6	8
Cc1ccc([N+](=O)[O-])cc1N1C(=O)C2C(C1=O)C1C=CC2C12CC2 (stereo unspecified)	0.2	0	2.0	0
Cc1nn(C(C)C(=O)NCc2cccs2)c(C)c1[N+](=O)[O-] (stereo unspecified)	0.0	8	0.0	-2
O=c1c2ccccc2nc(SCc2csc3ccc(Cl)cc23)n1Cc1ccco1	0.1	6	-0.3	0
Cc1noc(C)c1-c1nc(NCCCN2CCCC2=O)c2ncn(CCN3CCCC3=O)c2n1	0.0	10	-0.9	-9
COc1ccc2c(c1)C(C)(Cc1ccc(F)cc1)C(=O)N2 (stereo unspecified)	-0.3	0	1.4	4
CC1CC(C)CN(Cc2nc3c(c(=O)n(C)c(=O)n3C)n2Cc2cccc(Cl)c2)C1 (stereo unspecified)	0.0	3	-0.1	-5

(further entries)
structure	FBW7 activator	MITF inh	GPR151 activ	TEAD-YAP block
COc1cccc(N2CCN(C(=O)c3ccc(Br)cc3)CC2)c1	-0.1	-6	0.0	-3
CC(C)N1CCN(S(=O)(=O)c2ccccc2)CC1	-0.2	36	-0.9	9
O=S(=O)(Nc1ccc(Cl)cc1)c1cccc2nsnc12	-0.1	4	-0.3	7
CC1CC(C)CN(C(=O)c2cc3cccnc3n(Cc3ccc(F)cc3)c2=O)C1 (stereo unspecified)	0.8	22	0.2	-15
O=C(O)CCn1c(=O)oc2cc(S(=O)(=O)O)ccc21	-0.1	5	7.5*	5
C/C=C(\C)CN1CCc2nnc(CNC(=O)C3CCOC3)n2CC1 (stereo unspecified)	0.1	15	0.7	5
COC(=O)c1cnn2c(C)c(Cc3ccccc3Br)c(C)nc12	0.0	3	-1.0	0
CC(=O)Oc1ccc(C2C(C(=O)OC3CCCC3)=C(C)NC3=C2C(=O)CCC3)cc1 (stereo unspecified)	-0.1	-4	-0.8	-9
CCOC(=O)C(CCCCCOc1ccc(OC)cc1)C(=O)OCC	0.0	-2	3.0	9
CCC(=O)Nc1nonc1-c1nc2ccccc2n1Cc1ccc(F)cc1Cl	0.2	-6	0.3	-2

(more compounds)
structure	FBW7 activator	MITF inh	GPR151 activ	TEAD-YAP block
c1ccc(Oc2ccc(Nc3nc(N4CCOCC4)nc4c3ncn4C3CCCCC3)cc2)cc1	-0.1	7	0.2	-6
O=C(NCc1ccccc1)c1ccc(-c2csc3ccccc23)s1	0.5	8	2.5	5
Cc1ccc(Cl)cc1N1CCN(C(=O)c2cnn3c(C)c(Cc4cccc(Cl)c4)c(C)nc23)CC1	0.0	21	-0.5	-7
CCOc1ccc(-c2nnc(NC3=NCCCCC3)o2)cc1	-0.1	10	-1.3	-45
Cc1ccc(C2CC(C(F)(F)F)n3ncc(C(=O)Nc4cc(Cl)cc(Cl)c4)c3N2)cc1 (stereo unspecified)	0.2	19	-2.3	-3
Cc1cc(Cl)ccc1OCc1nc(-c2cccnc2)no1	-0.2	4	0.1	3
CC1CC(C)CN(c2ccc(N3C(=O)CC(C)C3=O)cc2[N+](=O)[O-])C1 (stereo unspecified)	0.0	5	6.5*	1
COc1cccc(CN(CCN(C)C)C(=O)c2c3ccc(-c4cn[nH]c4)cc3nn2CC2CC2)c1	0.3	19	-0.2	-13
Cc1ccc(NC(=O)COc2ncnc3ccc(Br)cc23)cc1[N+](=O)[O-]	-0.1	11	3.4	1
O=C(Cc1cn(-c2ccc(Nc3cnccn3)nn2)c2ccccc12)NCCN1CCOCC1	-0.1	14	0.2	7

(listing goes on)
structure	FBW7 activator	MITF inh	GPR151 activ	TEAD-YAP block
O=C1C2C(c3ccccc3)C=CC(c3ccccc3)C2C(=O)N1c1cccnc1 (stereo unspecified)	0.5	-14	1.9	-2
CCOC(=O)c1sc(N2N=C(C)/C(=C\C=C\c3ccco3)C2=O)nc1C	-0.1	-14	-0.9	2
COc1ccc(CN2CCN(Cc3cc(OC)c(OC)cc3OC)CC2)cc1	-0.2	76*	0.7	0
O=C(Cn1nc(C(=O)N2CCOCC2)cc1-c1cccs1)NC1CCCC1	-0.1	4	1.5	0
CN1C(=O)CCC12CCN(C(=O)c1ccc(-c3ccco3)cc1)CC2	0.1	3	1.2	-6
C[C@H](NC(N)=O)C(=O)Nc1ccc(Cl)c(C(F)(F)F)c1	-0.1	4	-0.7	-1
Cc1cc(NC(=O)CCC(=O)N(CC(=O)NC2CCCC2)c2cccc(F)c2)no1	0.0	2	0.5	-5
Brc1ccccc1-c1cc2ccccn2c1	1.4	32	-0.5	10
COc1ccc(-c2nn[nH]n2)cc1OC	0.6	6	-1.2	9
O=c1oc2ccc(Cl)cc2cc1-c1csc(Nc2ccc(F)cc2F)n1	-0.3	-11	-1.4	7

Other entries follow:
structure	FBW7 activator	MITF inh	GPR151 activ	TEAD-YAP block
FC(F)(F)c1ccc(Nc2nc(NCCOc3ccccc3)c3[nH]cnc3n2)cc1	-0.1	-4	-1.3	-1
Cc1ccc(Cl)cc1N1CCN(CC(=O)c2cc(C)n(C)c2C)CC1	-0.1	8	-0.3	12
Cc1ccc(S(=O)(=O)N/N=C/c2ccccc2)cc1	0.0	-1	0.8	-6
Cc1ccc(-n2c(-c3ccncc3)n[nH]c2=S)cc1	0.3	-5	-0.9	11
C/C(CC(=O)Nc1ccc(Br)cc1)=N\NC(=O)c1ccc(C)cc1	-0.1	3	-0.2	-29
COc1ccc(Nc2nc(N3CCOCC3)nc(N3CCN(c4ccc(OC)cc4)CC3)n2)cc1	0.0	-2	0.9	-13
CCN(CC)S(=O)(=O)c1cc(C(=O)NC2CCCCCC2)ccc1Cl	0.1	14	0.1	9
CCN(CC)C(=O)n1nc(C)c(CN2C(=O)c3ccccc3C2=O)c1C	-0.1	-2	0.2	6
CCOC(=O)c1c(NC(=O)c2ccccc2F)sc2c1CCCC2	0.0	-10	1.9	-1
O=C(/C=C/c1cccc([N+](=O)[O-])c1)NC(=S)Nc1ccccn1	0.0	8	2.4	8

(further entries)
structure	FBW7 activator	MITF inh	GPR151 activ	TEAD-YAP block
CCOC(=O)c1c(CN(C(=O)CN2CCCCC2)c2ccccc2)n(-c2ccccc2)c2cc(Br)c(OC)cc12	-0.1	-5	-0.3	-1
O=C(Nc1ccc(Cl)c(Cl)c1)c1cc([N+](=O)[O-])ccc1N1CCCCC1	0.3	-3	0.1	-4
Cc1cccc(C(=O)OCC(=O)NC(=O)NCc2ccccc2)c1C	0.1	-2	0.8	0
Cc1cc(C)cc(OCC(O)CN2CCCCC2)c1 (stereo unspecified)	-0.1	-8	-1.7	9
CCOC(=O)C1CCN(Cc2c(OC)ccc3ccccc23)CC1	0.0	31	0.2	-3
COC(=O)c1c(C)n(CCNc2ccc([N+](=O)[O-])cc2)c2ccc(O)cc12	-0.1	11	0.1	-6
CCC12c3ccccc3C(c3ccccc31)C1C(=O)N(c3ccc(C)c(Cl)c3)C(=O)C12 (stereo unspecified)	0.2	8	-1.9	0
CC1CCCN(c2nc(Cc3ccccc3)nc3sc4c(c23)CCCC4)C1 (stereo unspecified)	0.1	11	0.3	-9
CCOC(=O)CSCc1c(C#N)c2ccccc2n1C	0.2	-1	-0.3	5
CC(C)(C)OC(=O)NCCCC1=CC2=CC(=O)C(C)(OC(=O)CCc3ccccc3)C(=O)C2=CO1 (stereo unspecified)	0.1	-2	1.6	/

Additional structures:
structure	FBW7 activator	MITF inh	GPR151 activ	TEAD-YAP block
CC1Oc2ccccc2N(CC(=O)Nc2ccc3c(c2)OCO3)C1=O (stereo unspecified)	-0.2	9	0.1	2
COc1ccccc1NC(=O)CC1Nc2ccccc2NC1=O (stereo unspecified)	0.6	13	-0.6	-6
COCCn1nnnc1CN1CCC(Nc2nc3c(c(=O)[nH]2)CCCC3)CC1	-0.3	-10	-0.2	-2
COc1ccc(N/C(=N/c2nc(C)cc(C)n2)NC(=O)C(C)C)cc1OC	0.1	1	0.2	4
COc1cc(NS(=O)(=O)c2ccc(NC(=S)NC(=O)c3ccco3)cc2)ncn1	-0.1	1	0.8	2
CN(C)C(=O)c1ccc(N2CCC(NCCN3CCCC(c4ccccc4)C3)CC2)cc1 (stereo unspecified)	0.1	8	-1.7	-5
COc1ccc(-n2nc3c(c2NC(=O)c2ccc(S(=O)(=O)N4CCCCC4)cc2)CS(=O)(=O)C3)cc1	0.0	-4	-0.6	-13
COC(=O)c1ccccc1NC(=O)c1c(NC(=O)CN2CCOCC2)sc2c1CCC2	-0.1	-2	0.6	14
CCCc1nc(Nc2nc3ccccc3o2)nc(C)c1C(=O)OCC	-0.1	5	0.5	-54
CN1C(=O)CC(CC(=O)N2CCCCCC2)(c2ccccc2Cl)C1=O (stereo unspecified)	0.0	-1	-1.7	-56

Later entries
structure	FBW7 activator	MITF inh	GPR151 activ	TEAD-YAP block
CCOc1ccc(C(=O)Oc2cc(N)n(S(=O)(=O)c3ccc(OC)cc3)n2)cc1	0.0	-18	0.0	9
COc1ccc(C2NC(=S)NC(C)=C2C(C)=O)cc1 (stereo unspecified)	-0.1	7	0.6	0
CCOc1ccc(NC(=O)c2c(-c3ccccc3)noc2C)c([N+](=O)[O-])c1	-0.1	30	-0.4	0
Cc1cnc(-c2c(C)nn(C)c2C)nc1NCc1ccccc1	-0.1	9	-0.3	-3
COc1ccc(CNC(=O)CN(Cc2ccccc2)S(=O)(=O)c2ccc(C)cc2)cc1	0.7	14	-0.7	10
COCCNC(=O)C1=CC(c2ccc(OC)cc2)=NS(=O)(=O)N1C	-0.1	8	0.5	0
CS(=O)(=O)c1ccc2nc(NC(=O)CCCN3C(=O)c4cccc5cccc(c45)C3=O)sc2c1	0.0	-3	0.3	0
CCOc1ccccc1N(CC(=O)Nc1c(C)cc(C)cc1C)S(C)(=O)=O	0.0	15	1.0	9
Cc1c(N=C2NC(=O)/C(=C/c3cccc([N+](=O)[O-])c3)S2)c(=O)n(-c2ccccc2)n1C	0.0	-12	-0.1	-3
CC(Oc1ccc(C(C)(C)C)cc1)C(=O)O/N=C(\N)c1ccncc1 (stereo unspecified)	0.7	12	1.8	3

(next part)
structure	FBW7 activator	MITF inh	GPR151 activ	TEAD-YAP block
O=C(Nc1ccccc1)C(N1CCCCC1)N1CCCCC1	-0.2	-3	-0.6	-15
COc1ccc(-c2noc(CCC(=O)N3CCN(c4ccccc4OC)CC3)n2)cc1	-0.1	6	1.3	-1
N/C(Cc1ccc([N+](=O)[O-])cc1)=N\OC(=O)c1ccc2ccccc2c1	0.0	8	-0.1	-2
CC(=O)c1ccc(NC(=O)CSc2nnc(-c3ccncc3)n2CCCN(C)C)cc1	-0.1	71*	-0.2	-13
CCc1ccc(-n2cc3c(c(C#N)c2=N)CC(C)(C)CC3=O)cc1	-0.1	-1	0.0	-7
Cc1cc(C)nc(NS(=O)(=O)c2ccc(NC(=O)CSc3nc(-c4ccccc4)c(-c4ccccc4)o3)cc2)n1	0.6	23	-0.5	8
CSc1cccc(NC(=O)C2C3C=CC4(O3)C2C(=O)N(Cc2ccccc2F)C4C(=O)NC2CCCC(C)C2C)c1 (stereo unspecified)	-0.2	-5	-0.2	1

Screens as filed in PubChem.
